# TMEM16A inh – TMEM16A chloride channel inhibitors, primary screen, cell-based, HTS; Anoctamin-1 (Mus musculus), Q8BHY3; HEK293 TMEM16A/YFP iodide influx fluorescence, ionomycin; AID 588511, 2011; 1.2% of 310,000 active; normalized B-score (activity score, 25-100; higher = stronger inhibition) at 10 µM;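 active = ratio plate-corrected score three or more library SD toward inhibition, starting fluorescence score within five deviations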;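 also: score derived from kinetic fluorescence span divided by baseline fluorescence per well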
# RGS4 pot – RGS4 potentiators or activators, primary screen, cell-based, HEK293 M3R inducible RGS4, calcium flux. carbachol calcium flux Fluo4; hits give low values. AID 463111, 2010. B-score at 10 µM. 0.92% of 310,000 active;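 active = B-score of the integrated calcium signal more than 4 SD below the library mean, with starting fluorescence not abnormally high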;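 also: negative B-score means reduced calcium response which marks RGS4 activation or potentiation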
#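 Detection: kinetic calcium fluorescence imaging with Fluo4-AM dye, 2 µM / Material: HEK293 cells with stable M3R and inducible RGS4 / Schedule: recording 10 s baseline at 1 Hz, 100 s post-agonist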
# KCNK9 block – KCNK9 potassium channel inhibitors, primary screen, HEK293 cells, thallium flux. Potassium channel subfamily K member 9 (Homo sapiens), Q9NPC2. FluxOR thallium flux fluorescence; hits give low values. B-score at 10 µM. 1.2% of 310,000 active;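 active = ratio B-score over 3 SD below the library mean, with starting fluorescence within 5 SD of its mean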;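 also: negative B-score means less thallium flux so channel inhibition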
# Target sequence (Q9NPC2 whole entry, looked up): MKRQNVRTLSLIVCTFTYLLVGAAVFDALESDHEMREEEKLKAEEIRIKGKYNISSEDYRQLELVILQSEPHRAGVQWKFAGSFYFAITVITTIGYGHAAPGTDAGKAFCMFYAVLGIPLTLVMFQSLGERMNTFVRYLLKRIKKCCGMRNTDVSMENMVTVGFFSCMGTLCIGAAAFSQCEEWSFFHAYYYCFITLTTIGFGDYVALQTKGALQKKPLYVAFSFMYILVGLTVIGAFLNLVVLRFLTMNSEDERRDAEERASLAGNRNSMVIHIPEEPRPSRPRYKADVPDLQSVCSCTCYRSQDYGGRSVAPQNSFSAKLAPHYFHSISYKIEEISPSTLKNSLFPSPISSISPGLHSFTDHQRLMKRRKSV
# KCNQ1 inh – inhibitors of human KCNQ1 channel, primary screen, cell-based, thallium flux, high-throughput. Potassium voltage-gated channel subfamily KQT member 1 (Homo sapiens), P51787. CHO-K1 KCNQ1, FluxOR thallium flux fluorescence; hits give high values. B-score at 10 µM. 1.3% of 310,000 active. AID 2642, 2010;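 active = compounds whose thallium flux B-score, printed positive for inhibition, exceeds three library SD while starting fluorescence stays within three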;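 also: channel opened by potassium depolarization with thallium stimulus after 20 min compound exposure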
# KCNQ1 act – potentiators or activators of KCNQ1 channel, primary screen, cell-based, thallium flux, high-throughput. Potassium voltage-gated channel subfamily KQT member 1 (Homo sapiens), P51787. CHO-K1 KCNQ1, thallium flux FluxOR fluorescence; hits give high values. B-score at 10 µM. 0.35% of 310,000 active;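 active = fluorescence ratio B-score, a plate-corrected score, at least three library SD, with initial intensity B-score within 5 SD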
#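 Medium – assay buffer, equal DMSO in all wells · Material – CHO-K1 cell line with stable KCNQ1 potassium channel expression · Signal – kinetic FluxOR thallium fluorescence, 10-s 1-Hz baseline, 110-s post-stimulus read · Compound – single concentration per compound, DMSO matched to controls · Schedule – 37 °C overnight plating, 90-min dark dye load, 20-min compound pretreatment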
# KCNK3 inh – human KCNK3 channel inhibitors, primary screen, CHO cells, FluxOR thallium flux, B-score. B-score at 10 µM. 0.84% of 340,000 active. FluxOR fluorescence; hits give low values. Potassium channel subfamily K member 3 (Homo sapiens), O14649. AID 602410, 2012;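 active = B-score under library mean minus 4 SD, starting fluorescence ratio at most library mean plus 5 SD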;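 also: more negative B-score means stronger inhibition of thallium flux through KCNK3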
# Target sequence (O14649 whole entry, looked up): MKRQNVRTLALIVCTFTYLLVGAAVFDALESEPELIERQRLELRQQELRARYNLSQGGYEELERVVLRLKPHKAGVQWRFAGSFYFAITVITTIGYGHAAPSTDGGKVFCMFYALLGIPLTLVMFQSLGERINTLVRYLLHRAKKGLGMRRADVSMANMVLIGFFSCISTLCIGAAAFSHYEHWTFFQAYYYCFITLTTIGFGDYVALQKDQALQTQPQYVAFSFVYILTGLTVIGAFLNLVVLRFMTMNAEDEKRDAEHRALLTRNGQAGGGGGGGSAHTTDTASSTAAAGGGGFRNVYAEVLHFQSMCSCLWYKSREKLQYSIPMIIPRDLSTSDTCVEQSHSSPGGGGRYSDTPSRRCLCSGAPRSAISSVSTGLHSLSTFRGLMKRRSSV
# MrgX1 PAM – positive allosteric modulators of MrgX1, primary screen, HEK293 cells, Fluo-4 calcium flux | FDSS; hits give high values | B-score at 10 µM | AID 588675, 2011 | 0.63% of 310,000 active | Mas-related G-protein coupled receptor member X1 (Homo sapiens), Q96LB2;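 active = plate-corrected calcium response at least 3 library SD above typical, normal starting fluorescence, not activating the receptor alone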;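 also: compound read alongside a low EC10 to EC30 dose of BAM8-22 agonist; peak minus trough fluorescence over baseline measured at the second addition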
# hERG protect – hERG rescue from dofetilide block, primary screen, cell-based, CHO-hERG, FluxOR thallium flux, dofetilide IC70 | dofetilide IC70 present | activation (rescue from dofetilide block), less the hit threshold, % at 10 µM | Voltage-gated inwardly rectifying potassium channel KCNH2 (Homo sapiens), Q12809 | 0.51% of 310,000 active;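 active = activation above the mean of controls blocked by dofetilide plus 5 SD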;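 also: thallium influx through hERG after potassium depolarization seen as dye fluorescence rise; in these data hits start at about 4.7%; inactives centre near -7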
# RGS4 block – RGS4 inhibitors, primary screen, cell-based, HEK293 M3R inducible RGS4, calcium flux | 0.45% of 310,000 active | Regulator of G-protein signaling 4 (Homo sapiens), P49798 | Fluo-4 calcium flux; hits give high values; triggered by carbachol at its EC20 | B-score at 10 µM;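 active = B-score, a plate-corrected calcium signal, over three deviations above library mean, with baseline fluorescence within five deviations of library mean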;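 also: RGS4 expression induced by doxycycline in cells with stable M3 receptor; B-score is computed from the integrated fluorescence ratio over baseline after carbachol; higher B-score means a larger calcium signal and so more RGS4 inhibition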
# Target sequence (P49798 whole entry, looked up): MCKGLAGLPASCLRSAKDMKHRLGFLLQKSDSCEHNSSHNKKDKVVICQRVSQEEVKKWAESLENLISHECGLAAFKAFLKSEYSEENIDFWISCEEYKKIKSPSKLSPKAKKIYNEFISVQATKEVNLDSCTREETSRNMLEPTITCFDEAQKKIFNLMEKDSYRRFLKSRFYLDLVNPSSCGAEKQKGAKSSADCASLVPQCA
# MrgX1 agonist – agonists of human MrgX1 receptor, primary screen, HEK293 cells, Fluo-4 calcium flux; B-score at 10 µM; Fluo-4 calcium fluorescence, agonist mode; hits give high values; Mas-related G-protein coupled receptor member X1 (Homo sapiens), Q96LB2; 0.44% of 310,000 active;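 active = calcium response B-score plate-corrected fluorescence ratio at least 3 library SD, with starting fluorescence B-score inside 5 SD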
#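 Test system: HEK293 cells stably expressing human MrgX1 receptor; amount: 15,000 cells per well; doses: compound delivered in addition one of three; times: overnight plating before 1 h dye loading; detection: Fluo-4 NW calcium-flux fluorescence, kinetic read; read-out basis: B-scored fluorescence response ratio; controls: positive and negative controls per plate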
# ANO1 activ – TMEM16A chloride channel activators or potentiators, primary screen, cell-based, HTS; B-score at 10 µM; Anoctamin-1 (Mus musculus), Q8BHY3; HEK293 TMEM16A/YFP-H148Q/I152L, iodide quench fluorescence; hits give low values; 0.3% of 340,000 active;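 active = fluorescence-ratio B-score plate-corrected deviation score at least 3 library SD below zero, with starting fluorescence score within 5 deviations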;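 also: channel opened by trigger with iodide after compound preincubation; score built on the fluorescence ratio of max minus min over baseline; more negative score means more quench and so TMEM16A activation or potentiation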
# * = called active by the depositor; i = inactive; nt = not tested or not shown.
SMILES,TMEM16A inh,RGS4 pot,KCNK9 block,KCNQ1 inh,KCNQ1 act,KCNK3 inh,MrgX1 PAM,hERG protect,RGS4 block,MrgX1 agonist,ANO1 activ
CCNC(=O)NC(=O)CSc1ccccc1F,i,i,i,i,i,i,i,-4.4,i,i,i
CC(=O)N1CCc2c(sc(NC(=O)Cc3ccc(C)cc3C)c2C#N)C1,i,i,i,i,i,i,i,-6.0,i,i,i
CCOc1ccc2[nH]c(=O)c(CN(CCO)Cc3nnnn3CCc3ccccc3)cc2c1,i,i,i,i,i,i,i,-17.4,i,i,i
Cc1nn(C)cc1S(=O)(=O)NCc1ccccc1Cl,i,i,i,i,i,i,i,-4.3,i,i,i
Cc1ccc(C)c(S(=O)(=O)N2CCN(C(=O)Cn3cnc4c3c(=O)n(C)c(=O)n4C)CC2)c1,i,i,i,i,i,i,i,-12.3,i,i,i
Cc1nn(-c2ccccc2C(F)(F)F)c(=O)c2noc(C)c12,i,i,i,i,i,i,i,-8.9,i,i,i
Cc1ccc(NC(=O)CSCC(=O)Nc2cccc3ncccc23)cc1,i,i,i,i,i,i,i,-17.4,i,i,i
O=C(NCCCn1ccnc1)NC(C(F)(F)F)C(F)(F)F,i,i,i,i,i,i,i,-3.9,i,i,i
Cc1ccc(N2CC(C(N)=O)CC2=O)cc1C (stereo not drawn),i,i,i,i,i,i,i,-11.7,i,i,i
CC(C)[N+](C)(C)CC#CC(O)(c1ccccc1)c1ccccc1,i,-7.77*,i,i,i,i,i,-5.4,i,i,i
COCCn1ccc2c(OCC(=O)Nc3cccc(NC(C)=O)c3)cccc2c1=O,i,i,i,i,i,i,i,-0.9,i,i,i
CC(C)(C)c1ccc(S(=O)(=O)NCCc2ccncc2)cc1,i,i,i,i,i,i,i,-10.3,i,i,nt
N#C/C(=C\c1ccc(-c2cccc([N+](=O)[O-])c2)o1)C(=O)NCCN1CCOCC1,i,i,i,i,i,i,i,-8.1,i,i,i
CN(C)N1C(N)=C(C#N)C(c2ccccc2)C2=C1CC(C)(C)CC2=O (stereo not drawn),i,i,i,i,i,i,i,-4.8,i,i,i
O=S(=O)(c1cnc(Cl)c(Br)c1)N1CCc2ccccc21,i,i,i,i,i,i,i,-12.9,i,i,i
CCc1ccc(N(CC(=O)NC2CC2)S(=O)(=O)c2ccc(C)cc2)cc1,i,i,i,i,i,i,i,-3.8,i,i,i
COC(=O)COc1ccc(S(=O)(=O)Nc2ccc(C(N)=O)cc2)cc1C,i,i,i,i,i,i,i,-12.9,i,i,i
Cc1ccc(NC(=O)CN2C(=O)N/C(=C/c3ccc(N4CCOCC4)cc3)C2=O)cc1,i,i,i,i,i,i,i,-3.6,i,i,i
Fc1ccc(N2CCN(C(=S)NCc3ccco3)CC2)cc1,i,i,i,i,i,i,i,-5.8,i,i,i
CN(C)S(=O)(=O)N1CCc2ccc(NC(=O)C3CCCO3)cc2C1 (stereo not drawn),nt,i,i,i,i,i,nt,-7.3,i,nt,i
Cc1ccccc1Cn1nc(C)c(NC(=O)c2cc(-c3ccco3)on2)c1C,i,i,i,i,i,i,i,-15.3,i,i,i
Cc1ccc(CN(C(=O)c2cccs2)C2CCS(=O)(=O)C2)cc1 (stereo not drawn),i,i,i,i,i,i,i,-9.3,i,i,i
CCC(C)NC(=O)CSc1nnc(-c2cc(OC)c(OC)c(OC)c2)c(-c2cc(OC)c(OC)c(OC)c2)n1 (stereo not drawn),i,i,i,i,i,i,i,-2.4,i,i,i
c1ccc(CN2CCC(=NNc3nc4ccccc4[nH]3)CC2)cc1,i,i,i,i,i,i,i,-7.9,i,i,i
CCOC(=O)c1c(C)[nH]c(C(=O)Cn2nnc(-c3ccc(Cl)cc3)n2)c1C,i,i,i,i,i,i,i,-4.9,i,i,i

# Next part.
SMILES,TMEM16A inh,RGS4 pot,KCNK9 block,KCNQ1 inh,KCNQ1 act,KCNK3 inh,MrgX1 PAM,hERG protect,RGS4 block,MrgX1 agonist,ANO1 activ
CC(OC(=O)c1nn(C(C)C)c(=O)c2ccccc12)C(=O)Nc1ncc(Cl)cc1Cl (stereo not drawn),i,i,i,i,i,i,i,-10.9,i,i,i
COc1ccc2c(c1)C1NC(=S)NC(C)(O2)C1C(=O)Nc1ccc(Cl)cc1 (stereo not drawn),i,i,i,i,i,i,i,-3.6,i,i,i
COc1ccc(N(C2=NCCCS2)S(=O)(=O)c2ccc(C(C)(C)C)cc2)cc1,i,i,i,i,i,i,i,-10.2,i,i,i
O=C(Cc1ccc(Cl)cc1)NNc1c(F)c(F)cc(F)c1F,i,i,i,i,i,i,i,-6.0,i,i,i
COc1ccccc1NS(=O)(=O)c1cccc(N=C2N=C(N)c3ccccc32)c1,i,i,i,i,i,i,i,-9.2,i,i,i
COc1cccc(NC(=O)c2nc(S(C)(=O)=O)ncc2Cl)c1,i,i,i,7*,i,i,i,-7.0,i,i,i
CCCCCc1c(C)nc(N2CCc3ccccc32)[nH]c1=O,nt,i,i,i,i,i,nt,-7.8,i,nt,i
Cc1cc(C)n(-c2nc(-c3ccc(Cl)cc3)cs2)n1,i,i,i,i,i,i,i,-6.7,i,i,i
Cn1cc(SCC(=O)NC2CCCCC2)c2ccccc21,i,i,i,i,i,i,i,-6.3,i,i,i
Cc1sc(NC(=S)NC(=O)c2cccs2)nc1-c1ccc(CC(C)C)cc1,i,i,i,i,i,i,i,-7.8,i,i,i
CN(c1ccccc1)S(=O)(=O)c1ccc(-c2ccccc2)cc1,25*,i,i,i,i,i,i,-5.3,i,i,i
COc1cccc(CNC(=O)CSCc2cnn(-c3ccccc3)c2-n2cccc2)c1,i,i,i,i,i,i,i,-8.8,i,i,i
Oc1ccc2ccccc2c1CN1CCN(C/C=C/c2ccccc2)CC1,i,-7.82*,i,i,i,i,i,-8.8,i,i,i
CC(C)N1C(=O)c2ccccc2C1C(=O)NCCc1ccccc1 (stereo not drawn),i,i,i,i,i,i,i,-8.2,i,i,i
COc1cc(CN(C)CC(=O)c2[nH]c(C)c(C(C)=O)c2C)ccc1OC(F)F,25*,i,i,i,i,i,i,-19.7,i,i,i
Cc1ccc(S(=O)(=O)N(C)CC(=O)N/N=C/c2ccc(C)o2)cc1,i,i,i,i,i,i,i,-4.1,i,i,i
Cc1nc(SCc2cccc(F)c2)c2oc3ccccc3c2n1,i,i,i,i,i,i,i,5.0*,i,i,i
CC(=O)Nc1ccc(S(=O)(=O)NCCOc2ccc(Cl)cc2C)cc1,i,i,i,i,i,i,i,-11.4,i,i,i
O=C(Cc1ccccc1)NNS(=O)(=O)c1ccccc1[N+](=O)[O-],i,i,i,i,i,i,i,-11.1,i,i,i
COc1ccc(C(=O)N(C)CC2CCN(CCc3cccc(C(F)(F)F)c3)CC2)cc1C,i,i,i,i,i,i,i,-12.2,i,i,i
CCOc1ccc(NC(=S)NC(=O)C2CCCC2)cc1,i,i,i,i,i,i,i,-11.4,i,i,i
Cc1ccc(NS(=O)(=O)c2ccc3c(c2)C(=O)c2ccccc2C3=O)c(C)c1,i,nt,nt,nt,nt,i,i,nt,nt,i,i
COc1ccc2cc(CCN3C(=O)c4ccccc4C3=O)c(=O)[nH]c2c1,i,i,i,i,i,i,i,-14.6,i,i,i
CC(C)COC(=O)c1nnsc1NC(=O)Nc1ccccc1,i,i,i,i,i,i,i,-0.2,i,i,nt
CC(C)Oc1ccc(C(=O)Nc2ccc(Cl)c(S(=O)(=O)Nc3ccc(Cl)cc3)c2)cc1,i,i,i,i,i,i,i,-3.9,i,i,i

# Next section:
SMILES,TMEM16A inh,RGS4 pot,KCNK9 block,KCNQ1 inh,KCNQ1 act,KCNK3 inh,MrgX1 PAM,hERG protect,RGS4 block,MrgX1 agonist,ANO1 activ
COc1cc(NC2c3ncccc3C(=O)N2Cc2ccco2)cc(OC)c1 (stereo not drawn),i,i,i,i,i,i,i,-9.7,i,i,i
CC(=O)N(C(C)=O)c1cccc2c(N(C(C)=O)C(C)=O)cccc12,i,i,i,i,i,i,i,-4.8,i,i,i
CC(=O)NC1=NN(C(C)=O)C(C)(c2cccnc2)S1 (stereo not drawn),i,i,i,i,i,i,i,-6.9,i,i,i
COC(=O)C1=CN(Cc2ccc(OC)cc2)C=C(C(=O)OC)C1c1cc(OC)c(OC)c(OC)c1,i,i,i,i,i,i,i,-0.8,i,i,i
CNc1nn(-c2cccc(Cl)c2)nc1N,i,i,i,i,i,i,i,-8.1,i,i,i
Clc1cccc(Cl)c1NC1=NCCC1,i,i,i,i,i,i,i,-10.8,i,i,i
O=C(Nc1nnc(C2=COCCO2)o1)c1ccc([N+](=O)[O-])s1,i,i,i,i,i,i,i,-11.9,i,i,i
Cc1ccc(C(=O)Nc2cc(C(F)(F)F)ccc2N2CCCCC2)cc1[N+](=O)[O-],i,i,i,i,i,i,i,-6.4,i,i,i
COc1ccc(CCC(=O)Nc2ccc(S(=O)(=O)N3CCOCC3)cc2)cc1,i,i,i,i,i,i,i,-3.9,i,i,i
COc1cc(CO)c(OC)c([N+](=O)[O-])c1,i,i,i,i,i,i,i,-1.8,i,i,i
CCOC(=O)Cn1c(=O)oc2cc(S(=O)(=O)N3CCC(N4CCCCC4)CC3)ccc21,i,i,i,i,i,i,i,-5.9,i,i,i
Clc1ccc(C2=NCCN2)cc1,i,i,i,i,i,i,i,-5.4,i,i,i
O=C(NC(N1CCCC1)C(Cl)(Cl)Cl)c1ccccc1 (stereo not drawn),i,i,i,i,i,i,i,-9.1,i,i,i
COc1ccc(-c2sc(C(=O)c3ccc(Cl)cc3Cl)cc2CC(=O)O)cc1,i,i,i,i,i,i,i,-8.2,i,i,i
Cc1cccc(NC(=O)c2cnc3sccn3c2=O)n1,i,i,i,i,i,i,i,-17.4,i,i,i
O=C1c2ccccc2C(=O)N1CNc1ccccc1,i,i,i,i,i,i,i,-10.7,i,i,i

# Compound activity (PubChem)
